ST2 IL33 inh = blocks human ST2 binding to IL-33 | Q01638 | AlphaLISA ST2-Fc/biotin-IL-33 interaction, 1 h | inhibition, % for hits at 17 µM | 78,000 tested, 2.3% active; in the data active means inhibition above about 30%; inconclusive means mostly about 10% to 28%
Target sequence (Q01638 whole entry, looked up): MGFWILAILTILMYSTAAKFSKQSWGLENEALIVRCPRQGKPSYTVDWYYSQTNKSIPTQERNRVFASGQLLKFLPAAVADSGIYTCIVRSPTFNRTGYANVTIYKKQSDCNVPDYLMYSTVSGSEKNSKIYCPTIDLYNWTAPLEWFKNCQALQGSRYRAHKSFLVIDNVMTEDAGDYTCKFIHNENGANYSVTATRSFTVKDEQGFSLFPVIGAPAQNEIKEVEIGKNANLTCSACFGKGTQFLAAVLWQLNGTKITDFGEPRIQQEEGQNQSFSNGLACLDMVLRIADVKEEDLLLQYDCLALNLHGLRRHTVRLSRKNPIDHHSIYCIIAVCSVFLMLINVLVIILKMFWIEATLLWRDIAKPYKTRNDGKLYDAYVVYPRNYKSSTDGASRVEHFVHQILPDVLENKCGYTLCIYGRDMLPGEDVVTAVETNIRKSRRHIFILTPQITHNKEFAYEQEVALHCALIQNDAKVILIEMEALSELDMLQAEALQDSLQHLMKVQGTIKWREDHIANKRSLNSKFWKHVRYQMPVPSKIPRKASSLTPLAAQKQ
Starred values were filed as active, the others as inactive; i = inactive; ? = inconclusive.

SMILES	ST2 IL33 inh
Cc1ccc(C2CC(C(F)(F)F)n3nc(C(=O)N4CCCCCC4)cc3N2)cc1 (stereo not given)	i
CCn1c(Cl)nc2c1c(=O)n(C)c(=O)n2C	i
Cn1c(=O)c2c(nc(NCc3cccnc3)n2Cc2ccc(Cl)cc2)n(C)c1=O	i
CCCC1COCCN1C(=O)c1cc(=O)c2ccccc2o1 (stereo not given)	40%*
CCn1c(C2CCCNC2)nn(Cc2cccc3cccnc23)c1=O (stereo not given)	i
COc1ccc(N(CC(=O)Nc2ccccc2Cl)S(C)(=O)=O)cc1Cl	i
COc1ccccc1C1NC(C(=O)O)Cc2c1[nH]c1ccccc21 (stereo not given)	i
CC(=O)Nc1ccc(NC(=O)CCN2C(=O)c3ccccc3C2=O)cc1	?
O=C(CSc1nc2ccc([N+](=O)[O-])cc2[nH]1)Nc1nccs1	i
Cc1cc(C(=O)N2CCOc3ccc(CN4CCOCC4)cc3C2)c2ccc(F)cc2n1	i
CC1=NN(C(=O)c2ccc(Cl)cc2)C(O)(c2cccc([N+](=O)[O-])c2)C1 (stereo not given)	?
N#Cc1c(NC(=O)c2ccc(Cl)s2)sc2c1CCCC2	i
Cn1c2c(c(=O)n(C)c1=O)C(c1ccc(Cl)cc1Cl)C1C(=O)c3ccccc3C1=N2 (stereo not given)	?
O=C(Cc1ccccc1)Nc1ccc(NC(=O)c2ccc(NC(=O)Cc3ccccc3)cc2)cc1	?
CCOc1ccc(C2CC(c3c(F)cccc3Cl)n3nc(N)nc3N2)cc1 (stereo not given)	?

Reprinted from the part before: two entries, followed by the next part.
SMILES	ST2 IL33 inh
O=C(Cc1ccccc1)Nc1ccc(NC(=O)c2ccc(NC(=O)Cc3ccccc3)cc2)cc1	?
CCOc1ccc(C2CC(c3c(F)cccc3Cl)n3nc(N)nc3N2)cc1 (stereo not given)	?
COc1cccc(-c2nc(C(N)=O)c3c(n2)n(-c2ccc(C)c(C)c2)c(=O)n3C)c1	i
O=C(CCSc1ccccc1)NCc1cccnc1	i
Cc1ccc(-c2nc3n(n2)C(=O)CC(c2ccc(F)cc2)S3)cc1 (stereo not given)	i
Cc1csc2nc(=O)c(-c3ccccc3NC(=O)C(C)c3ccccc3)nn12 (stereo not given)	i
CN(C)S(=O)(=O)c1ccc(C(=O)Nc2c3c(nn2C(C)(C)C)CSC3)cc1	i
Cc1ccc(NC(=O)c2ccccc2[N+](=O)[O-])nc1	?
CC1CCN(c2nc3c(c(=O)n(C)c(=O)n3C)n2Cc2c(F)cccc2Cl)CC1	i
COc1ccc(Nc2cc(C)nc(Nc3ccc(NC(C)=O)cc3)n2)cc1	?
CN(C)C(=O)c1ccc2c(c1)N(CC(=O)N1CCN(Cc3ccccc3)CC1)C(=O)C1CCCCN21 (stereo not given)	i
Cc1ccc(-c2ccnc(N(C)CCN3CCCCC3=O)n2)c(C)n1	i
Cc1nc(-n2cc(F)c(=O)[nH]c2=O)c2nc(C)oc2n1	?
O=C(C[C@@H]1CCNC[C@@H]1Cc1cc(-c2ccccc2)on1)NCc1ccccc1	i
Cc1ccc(/C=C/c2nc3ccccc3[nH]2)cc1	i
COc1ccc(S(=O)(=O)N2C[C@@H]3C[C@H](C2)c2c(NC(=O)c4ccc5c(c4)OCO5)ccc(=O)n2C3)cc1	i
O=C(NCC1CCCCN1)c1cc(OCC(F)(F)F)ccc1OCC(F)(F)F (stereo not given)	i
CCc1ccc(OCC(=O)NCCc2ccccc2)cc1	i
COc1ccc(C2CC(=O)N(C)c3ccccc3S2)cc1OC (stereo not given)	i
COc1cccc(OCCCCN2CCCCCC2)c1	i
CC(=O)Oc1ccc2c(=O)c(-c3csc(-c4ccccc4)n3)coc2c1	i
COc1ccc(NC(=O)c2cnc3ccccc3n2)cc1	i
Cc1nccn1S(=O)(=O)c1cc(Cl)c(Cl)cc1Cl	i
COc1ccc(OC)c(S(=O)(=O)NC2CCCCCC2)c1	i
CCOC(=O)C1(CCOC)CCN(Cc2ccnc3ccccc23)CC1	i
CC1=C(C(N)=O)C(c2ccc(C(C)C)cc2)n2nc(SCc3ccccc3F)nc2N1 (stereo not given)	i
COc1ccccc1NC(=O)C1CCCN1S(=O)(=O)c1cc2c(cc1C)NC(=O)CO2 (stereo not given)	i
COc1ccc(N2CCN(Cc3nc4c(c(=O)[nH]c(=O)n4C)n3CCCO)CC2)cc1	i
COc1ccc(C2=N/C(=C/c3cc4ccccc4n3C(C)=O)C(=O)O2)cc1OC	?
Cc1ccc(C2CC(c3ccccc3Cl)Nc3nc(N)nn32)cc1 (stereo not given)	i
CC(C)CC(=O)NC1CC(=O)N(c2ccc(Cl)cc2)C1 (stereo not given)	i
COc1cc2c(cc1OC)C(C(=O)NC1CCCCC1)C(c1ccccc1F)N(C)C2=O (stereo not given)	i
CCOC(=O)c1c[nH]c2c(F)cccc2c1=O	i
COc1cc(OC)c(C2N(c3ccc(Cl)c(Cl)c3)C(=O)C3CCCN32)cc1OC (stereo not given)	i
CC(=O)Nc1ccc(C(=O)Nc2ccc(I)cc2)cc1	i
COc1ccc(C2CC(=O)N(Cc3ccccc3)c3ccccc3S2)cc1OC (stereo not given)	i
O=C(NCCSc1c[nH]c2ccccc12)c1cccc(C(F)(F)F)c1	i
C=C1C(=O)O[C@@H]2/C=C(\C)CC/C=C(\C(=O)O[C@@H]3O[C@H](CO)[C@@H](O)[C@H](O)[C@H]3O)CC[C@@H]12	i
Cc1ccn2c3c(nc2c1)CNC(=O)CC3c1ccc(Cn2cccn2)cc1 (stereo not given)	i
CCc1c(C)sc(NC(=O)CCCn2nc(C)c([N+](=O)[O-])c2C)c1C#N	i
CC(C)c1nccn1CCCNC(=O)c1ccc(-c2cc3ccccc3o2)nc1	i
O=c1cc[nH]c2ccc([N+](=O)[O-])cc12	i
C#CCNC(=O)C[C@@H]1O[C@H](CNC(=O)Nc2ccc(C)cc2)[C@@H](O)[C@H]1O	i
CC(C)CN1CC(OCc2cccc(F)c2)CN(C(=O)Cn2cnc3ccccc3c2=O)CC1=O (stereo not given)	?
O=Cc1cccn1-c1ncnc2sc3c(c12)CCCC3	i
O=C(Nc1cccc(F)c1)c1oc2ccccc2c1NC(=O)C1CCCC1	i
Cn1c(CSc2nnc(SCc3ccccc3)s2)nc2ccccc21	i
CC(C)n1cc(CNC2CC(=O)N(C3Cc4ccccc4C3)C2)cn1 (stereo not given)	i
COc1ccccc1-c1cc(C(F)(F)F)nc(N2CCN(C)CC2)n1	i
COc1cccc(C(=O)Oc2ccc(N3C(=O)C4C5CCC(C5)C4C3=O)cc2)c1 (stereo not given)	i
CCC(=O)Nc1ccc(NC(=O)CC2CN(C(C)C)CCO2)cc1Cl (stereo not given)	i
CNc1ncccc1CN(Cc1ccc(F)cc1)CC1CCCO1 (stereo not given)	i
COc1ccc(C2CC(=O)N3CN(c4ccccc4)CSC3=C2C#N)cc1 (stereo not given)	?
CC(=O)Nc1cc2c(cc1C(=O)c1ccccc1Br)OCCO2	?
COc1ccc(Br)cc1/C=C1/SC(=N)N(c2ccc3c(c2)OCO3)C1=O	40%*
Cn1c(=O)[nH]c(=O)c2c1nc(NCc1ccccc1)n2Cc1ccccc1	i
CCCCNC(=O)CSc1c2c(nc3cc(Cl)ccc13)CCCC2	?
FC(F)(F)c1cc(-c2ccco2)nc(NCc2cccs2)n1	i
Cc1nc(CN2CCC3(CCCO3)CCC2=O)co1 (stereo not given)	?
O=C(c1cccc(N2CCCC2=O)c1)N1C[C@@H]2C3CCC(CC3)[C@@H]2C1	i
COc1cc(-c2ccccc2)nc(N)n1	?
Cc1nc2ccccc2nc(C)c1=NOCc1ccc(Cl)c(Cl)c1	?

An excerpt from above in order of SMILES length, descending:
SMILES	ST2 IL33 inh
CC(C)CN1CC(OCc2cccc(F)c2)CN(C(=O)Cn2cnc3ccccc3c2=O)CC1=O (stereo not given)	?
COc1ccc(N2CCN(Cc3nc4c(c(=O)[nH]c(=O)n4C)n3CCCO)CC2)cc1	i
O=C(Nc1cccc(F)c1)c1oc2ccccc2c1NC(=O)C1CCCC1	i

(continued)
SMILES	ST2 IL33 inh
CCSc1nnc2n(-c3ccccc3OC)c(=O)c3c4c(sc3n12)CCC4	?
COC(=O)c1cc2c(s1)CN(Cc1ccc(Cl)cc1)C2	?
Cc1cc(Nc2ccccc2)nc(Nc2ccc(NC(=O)c3ccc(-c4ccccc4)cc3)cc2)n1	?
Cc1cc(C(=O)N2CCc3onc(-c4ccccc4)c3C2)nc(C)n1	i
O=C(COc1ccccc1)N1C[C@@H]2C[C@H](C1)c1c(-c3cc4ccccc4s3)ccc(=O)n1C2	i
COc1cc2c(cc1OC)C(C(=O)N(C)c1ccc(C(C)C)cc1)C(c1cccs1)N(C)C2=O (stereo not given)	?
O=S(=O)(N1CCOCC1)N1CCOC(CCCc2ccccc2)C1 (stereo not given)	?
CN(Cc1ccccc1)C(=O)c1cc2n(n1)C(C(F)(F)F)CC(c1ccc(Cl)cc1)N2 (stereo not given)	i
CCn1cnc2sc(C(=O)NCC3COc4ccccc4O3)c(C)c2c1=O (stereo not given)	i
CN1CC2(CCCN(C(=O)CCn3cnnc3)CC2)OC1=O (stereo not given)	?
COc1ccc2c(c1)CCc1c(C(=O)Nc3sc4c(c3C#N)CCC4)noc1-2	?
CCCC(=O)N1c2ccccc2NC2=C(C(=O)CCC2)C1c1ccccc1 (stereo not given)	?
COCCN(Cc1ccc(C)cc1)Cc1c(C)nn(C)c1Cl	i
CN(C)CCNC(=O)C[C@@H]1CCNC[C@@H]1Cc1cc(-c2ccc(C(C)(C)C)cc2)on1	?
CN(CN1C(=O)C(=O)c2ccccc21)c1ccccc1	?
O=C(Nc1cnn(Cc2ccc(F)cc2)c1)c1cc(-c2ccc3c(c2)OCO3)on1	i
CCn1ncc(Cl)c1C(=O)N(Cc1ccsc1)CC1CCCO1 (stereo not given)	i
O=C(c1ccccc1)c1nc2ccccc2[nH]c1=O	i
O=C(Nc1c(Cl)cccc1Cl)C1(c2ccccc2)CCOCC1	i
Cc1ccccc1OCC(O)Cn1ccnc1C (stereo not given)	i
Cc1ccc(CN2CC[C@H](c3nnc(Cc4ccccc4)o3)C2)cc1	?
COCCCn1ccnc1-c1ccc(-n2cccn2)cc1C	i
CN(C(=O)c1cccc(-c2ccco2)c1)C1CCCN(Cc2ccccc2F)C1 (stereo not given)	?
O=C(Nc1ccc2c(c1)C(=O)OC2)c1ccc(C(F)(F)F)cc1	i
COc1cc2c(cc1OC)C(C(=O)N1CCCC(C)C1)C(c1cccs1)N(C)C2=O (stereo not given)	i
O=C(Nc1c(C(=O)Nc2cccc(F)c2)oc2ccccc12)c1ccc(F)cc1	i
CC(CNC(=O)Cc1csc(-c2ccccc2)n1)n1cncn1 (stereo not given)	i
COc1ccc(-c2nc[nH]c2-c2ccccc2)cc1Cn1cncn1	i
CC(=O)NC1=NC(=O)/C(=C/c2cc3c(cc2Br)OCO3)S1	i
Cc1sc2ncnc(Nc3ccccc3Cl)c2c1C	i

4 entries from above, with each value named:
CCn1ncc(Cl)c1C(=O)N(Cc1ccsc1)CC1CCCO1 (stereo not given)
  ST2 IL33 inh = i
Cc1ccc(CN2CC[C@H](c3nnc(Cc4ccccc4)o3)C2)cc1
  ST2 IL33 inh = ?
Cc1ccccc1OCC(O)Cn1ccnc1C (stereo not given)
  ST2 IL33 inh = i
CC(=O)NC1=NC(=O)/C(=C/c2cc3c(cc2Br)OCO3)S1
  ST2 IL33 inh = i

4 neighbouring records already listed, quoted:
SMILES	ST2 IL33 inh
CC(CNC(=O)Cc1csc(-c2ccccc2)n1)n1cncn1 (stereo not given)	i
COc1ccc(-c2nc[nH]c2-c2ccccc2)cc1Cn1cncn1	i
CC(=O)NC1=NC(=O)/C(=C/c2cc3c(cc2Br)OCO3)S1	i
Cc1sc2ncnc(Nc3ccccc3Cl)c2c1C	i

(listing goes on)
SMILES	ST2 IL33 inh
Cc1cccc(CC(=O)NC2CC(=O)N(c3ccccc3)C2)c1 (stereo not given)	i
Cc1ccc(C(=O)NC2=NCCS2)o1	i
O=C(Nc1c(F)cc(F)cc1Br)c1cc(-c2cccs2)on1	i
Cc1nc(C)c(C(=O)NN)cc1C(=O)NN	i
Cc1cccc(N2CCN(S(=O)(=O)c3c(C)n[nH]c3C)CC2)c1C	i
CCOc1ccc(C(C)=O)cc1CN(CC)CC	?
CCCc1cc(C(=O)Nc2c(C)nn(Cc3ccccc3C)c2C)no1	?
COc1ccc(C(=O)CSc2nc3ccc(Cl)cc3[nH]2)cc1OC	i
COCCn1c(CNC(=O)c2cc(OC)c(OC)c(OC)c2)nc2cccnc21	?
Cc1ccoc1C(=O)N1CCC(CCC(=O)NCc2cccc(Cl)c2)CC1	i
O=C(NC(O)C(=O)c1cccs1)c1ccncc1 (stereo not given)	i
O=S(=O)(c1cccnc1)N1CCCC(N2CCN(Cc3ccc4c(c3)OCO4)CC2)C1 (stereo not given)	i
CCOc1ccccc1NC(=O)CC(=O)NCc1cnc(C)cn1	i
O=C1OC(c2cccc([N+](=O)[O-])c2)=N/C1=C\c1cccc(I)c1	i
Cc1ccc2c(c1)c1c(n2C)C(O)CCC1 (stereo not given)	?
Cc1ccc(NC(=O)C2=C(O)CCn3c2nc2ccccc23)cc1	i
Cn1nnnc1SCCNC(=O)c1ccc2oc(-c3cccc(F)c3)nc2c1	i
Cc1[nH]cnc1CN(C)Cc1cccc2ncccc12	?
Cc1ccnc(CC(C)N(C)C(=O)c2cnn(Cc3ccccc3)c2)c1 (stereo not given)	i
CCOc1c(NCc2ccc(C)cc2)c(=O)c1=O	i
O=C(Nc1ccc(N2CCC(NCCc3cccc(Cl)c3)CC2)cc1)C1CCCC1	i
CC1=CC(C)(C)N(C(=O)CN2C(=O)C3CCCCC3C2=O)c2ccc(C)cc21 (stereo not given)	i
O=C1Nc2cc(Cl)ccc2C(=O)N2CC[C@H](NS(=O)(=O)c3cccs3)[C@@H]12	i
CCOc1ccc(Cn2c(CNS(=O)(=O)c3cccc(Cl)c3)nc3cccnc32)cc1	i

Screening results from PubChem BioAssay.

The list is partial; count on the stated rates, not on these rows.
